From PubChem
POLK inh: blocks human DNA polymerase kappa activity; Q9UBT6; purified Pol kappa, fluorescent DNA synthesis assay, 10 min; Potency, µM (doses to about 107 µM), for inactives: at the top dose activity, negative = inhibition, hits mostly inhibitors; 0.53% of 400,000 active; AID 588579; further: potency means the concentration at half of the fitted maximal effect; on the % scale 0 is the no-effect control and ±100 the full control effect
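First, compounds were pin-transferred onto 10 nM Pol kappa. After 15 min at room temperature, substrate was added to 50 nM final. Fluorescence was then measured kinetically at 0 and 10 min.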
Pol iota inh: DNA polymerase iota (human) inhibition; Q9UNA4; Potency, µM (top dose mostly 115 µM), inactives show at the top dose activity, negative = inhibition, actives largely listed as inhibitors; 1% of 390,000 active; Pol iota fluorescent replication assay, 10 min; AID 588590; further: potency means the concentration at half of the fitted maximal effect
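Pol iota at 10 nM preincubated 15 min with compounds at room temperature; reaction started with fluorescent substrate, 50 nM final. Fluorescence read kinetically at 0 and 10 min; buffer-only wells as negative control.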
Apoferritin bind: binds horse apoferritin like a general anesthetic; apoferritin/1-aminoanthracene competitive binding, fluorescence; Potency, µM (series often up to 77.5 µM), without a hit: at the highest dose activity change, negative = displacement, most hits filed as inhibitors; 0.074% of 350,000 active; AID 485281; further: potency means the concentration at half of the fitted maximal effect; on the % scale 0 is the no-effect control and ±100 the full control effect; nearly all actives have a fitted effect of over 20% in size
Target sequence (P02791 2-175 limits assumed): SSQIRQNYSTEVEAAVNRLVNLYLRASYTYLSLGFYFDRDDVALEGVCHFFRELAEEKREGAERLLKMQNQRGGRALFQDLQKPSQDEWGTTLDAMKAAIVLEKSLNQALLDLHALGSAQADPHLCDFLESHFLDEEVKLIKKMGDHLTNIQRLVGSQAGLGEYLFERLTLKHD
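Concentration-response curves derived by four-parameter Hill fitting of normalized fluorescence, where compounds displaced 1-AMA from 10 uM horse apoferritin following a brief 10 min room-temperature incubation; propofol titration acted as positive control.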
POLB inh: blocks human DNA polymerase beta activity; P06746; Pol beta primer extension/strand displacement, fluorescence kinetic; Potency, µM (top dose mostly 114 µM), without a hit: top-dose activity change, negative = inhibition, most hits filed as inhibitors; 1.3% of 340,000 active; AID 485314; further: potency means the concentration at half of the fitted maximal effect; on the % scale 0 is the no-effect control and ±100 the full control effect
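Kinetic readout of DNA synthesis with strand displacement by Pol beta. Compound and 10 nM enzyme sit 15 min at room temperature; 50 nM substrate starts the reaction, read immediately and at 10 min.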
ALOX12 inh: blocks human arachidonate 12S-lipoxygenase. 1.1% of 580,000 active. purified 12hLO, xylenol orange hydroperoxide absorbance. Potency, µM (top dose mostly 108 µM), for the others: top-dose activity change, negative = inhibition, hits mostly inhibitors. P18054; further: potency means the concentration at half of the fitted maximal effect; on the % scale 0 is the no-effect control and ±100 the full control effect
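Purified human 12hLO at 150 nM in 25 mM Hepes, 0.01% Triton X-100, pH 7.0, preincubated 15 min at room temperature with compound. Reaction started with 40 uM arachidonic acid, 30 min at room temperature. Hydroperoxide measured by Fe-xylenol orange, 573/405 nm absorbance ratio.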
APEX1 inh: APE1 (human) endonuclease inhibition. 0.35% of 350,000 active. Potency, µM (top dose mostly 65.8 µM), for inactives: at the highest dose activity change, negative = inhibition, most hits filed as inhibitors. P27695. recombinant APE1, TAMRA/BHQ-2 abasic DNA cleavage fluorescence;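 further: potency means the concentration at half of the fitted maximal effect; plate controls were vehicle for no effect and reference inhibitor for full effect; nearly all actives have a fitted effect of over 55% in size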
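Quantitative HTS: incision of a TAMRA/BHQ-2 double-stranded substrate bearing a tetrahydrofuran abasic site by 0.75 nM APE1 raises fluorescence. Substrate 50 nM final, added after 15 min compound preincubation at room temperature; progress as third-minus-first kinetic read difference.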
TRHR agonist: TRH receptor (human) agonism | AID 493084 | TRHR cells, calcium flux fluo-8, FDSS agonist mode | 0.18% of 360,000 active | activation, % at 2 µM | P34981; in the data active means activation above about 30%; further: 0% is about no effect
Target sequence (P34981 whole entry, looked up): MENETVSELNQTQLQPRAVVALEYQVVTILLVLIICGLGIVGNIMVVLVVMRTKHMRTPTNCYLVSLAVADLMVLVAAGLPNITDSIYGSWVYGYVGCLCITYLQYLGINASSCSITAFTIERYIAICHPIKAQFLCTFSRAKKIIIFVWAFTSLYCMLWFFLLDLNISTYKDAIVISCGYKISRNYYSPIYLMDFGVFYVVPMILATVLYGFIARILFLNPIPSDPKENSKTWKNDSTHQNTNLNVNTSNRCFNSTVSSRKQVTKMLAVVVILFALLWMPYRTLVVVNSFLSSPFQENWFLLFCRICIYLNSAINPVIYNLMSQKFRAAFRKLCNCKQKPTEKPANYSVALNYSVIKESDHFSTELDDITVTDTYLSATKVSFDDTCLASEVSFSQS
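TRHR-expressing cells loaded with fluo-8 calcium dye; 23 nL library compound pin-transferred, kinetic FDSS fluorescence (Ex 480/Em 530) recorded about 180 s for agonist-induced calcium release, before a 10 nM TRH EC20 addition for potentiator mode.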
ERG Ets-DNA blk: ERG Ets/DNA interaction inhibition. fluorescence polarization, His-ERG Ets domain / labelled DNA. Potency, µM (series often up to 76.9 µM), for inactives: at the top dose FP activity, negative = inhibition, actives largely listed as inhibitors. 0.028% of 370,000 active. AID 624246; active means well fitted inhibition curve with a large enough effect in the polarisation, with a control signal flat; inconclusive means small, poorly fitted or top-dose-only effect, or effect the other way, or a change in a side signal; inactive means no such curve, though single readings can be large or run the other way; the % refers to the polarisation;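 further: polarization taken with two DNA probes labelled with fluorescein and Texas red; potency means the concentration at half of the fitted maximal effect; % of control where 0% means no effect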
Target sequence (P11308 whole entry, looked up, the tested form may be a part): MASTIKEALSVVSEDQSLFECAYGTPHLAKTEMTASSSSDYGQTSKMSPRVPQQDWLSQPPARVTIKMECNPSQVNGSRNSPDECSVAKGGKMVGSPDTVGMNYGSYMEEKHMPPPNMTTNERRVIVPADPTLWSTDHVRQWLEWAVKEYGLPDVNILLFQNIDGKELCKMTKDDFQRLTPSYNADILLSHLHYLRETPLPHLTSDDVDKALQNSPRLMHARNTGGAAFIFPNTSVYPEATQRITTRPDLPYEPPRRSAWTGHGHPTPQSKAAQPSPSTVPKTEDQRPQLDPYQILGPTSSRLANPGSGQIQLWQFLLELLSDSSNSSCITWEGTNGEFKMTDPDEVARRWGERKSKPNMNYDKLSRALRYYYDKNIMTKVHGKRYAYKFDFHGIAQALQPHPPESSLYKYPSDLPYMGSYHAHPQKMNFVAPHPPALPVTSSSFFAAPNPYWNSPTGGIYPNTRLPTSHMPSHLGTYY
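His-tagged ERG Ets domain (1 uM in the protein solution; 300mM KCl, 50mM Tris-HCl, 1mM EDTA, 1mM DTT, pH 7.5) received compound, then a probe mix of 5 nM fluorescein-DNA and 100nM Texas-615-DNA. Fluorescence polarization was read for both dyes.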
BLM inh: blocks DNA unwinding by human BLM helicase; Potency, µM (top dose mostly 56.1 µM), for the others: at the highest dose activity change, negative = inhibition, hits mostly inhibitors; AID 2528; recombinant BLM DNA unwinding, fluorescence dequenching; 0.2% of 350,000 active;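 further: potency means the concentration at half of the fitted maximal effect; plate controls were vehicle for no effect and no enzyme for full effect; nearly all actives have a fitted effect of over 35% in size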
* = called active by the depositor; u = inconclusive; x = not tested or not shown; & = joins results of further samples; [ ] = dose if it differs, or a comment. Unless noted, the call rests on the fitted dose curve; in most records, active means well fitted curve in the direction sought with a large enough effect; inconclusive means small, poorly fitted or top-dose-only effect, or another doubt; inactive means no such curve, though single readings can be large; an effect the other way counts as inactive or inconclusive. Some of the compounds tested, so the mix of outcomes need not match the whole.

structure,POLB inh,TRHR agonist,Pol iota inh,POLK inh,ERG Ets-DNA blk,ALOX12 inh,APEX1 inh,BLM inh,Apoferritin bind
CCSC[C@H](NC(=O)[C@H](C)N)C(=O)N[C@@H](CC(=O)O)C(=O)N[C@H](C(=O)N[C@@H](C)C(=O)N[C@H](C(=O)N[C@@H](CSCC)C(=O)N[C@H](C(=O)N[C@H](C(=O)N[C@@H](Cc1cnc[nH]1)C(=O)N[C@@H](CCCNC(=N)N)C(=O)N[C@@H](CC(C)C)C(=O)N[C@@H](C)C(=O)NCC(=O)N[C@@H](CC(C)C)C(=O)N[C@@H](CC(C)C)C(=O)N[C@@H](CO)C(=O)N[C@@H](CCCNC(=N)N)C(=O)N[C@@H](CO)C(=O)NCC(=O)NCC(=O)N[C@H](C(=O)N[C@H](C(=O)N[C@@H](CCCCN)C(=O)N[C@@H](CC(N)=O)C(=O)N[C@@H](CC(N)=O)C(=O)N[C@@H](Cc1ccccc1)C(=O)N[C@H](C(=O)N1CCC[C@H]1C(=O)N[C@H](C(=O)N[C@@H](CC(N)=O)C(=O)N[C@H](C(=O)NCC(=O)N[C@@H](CO)C(=O)N[C@@H](CCCCN)C(=O)N[C@@H](C)C(=O)N[C@@H](Cc1ccccc1)C(N)=O)C(C)C)[C@@H](C)O)C(C)C)C(C)C)C(C)C)[C@@H](C)O)C(C)C)[C@@H](C)O)[C@@H](C)O,x,x,x,19.5%[60.1 µM],x,x,-0.5%,1.2%,-0.4%
CCOC(=O)C(CC)n1nnc2sc(-c3ccccc3)cc2c1=O (configuration not stated),-1.2%,0.6,8.7%,-1.4%,2.3%,-26.5%,x,-4.4%,u
CC1(C)CC(=O)C2=C(C1)N(c1ncn[nH]1)C(N)=C(C#N)C2c1ccccc1 (configuration not stated),-3.2%,0.0,-1.8%,-8.1%,2.3%,2.2%,0.2%,-4.9%,-6.0%
O=C(O)C1CSC(c2ccco2)N1 (configuration not stated),8.91µM*,0.3,u,17.8µM*,9.7%,u,14.1µM*,25.1µM*,-1.6%
Cc1cccc(NC(=O)CCN2CCN(C)CC2)c1,-1.3%,-1.6,108.1%[activator],-14.5%,5.6%,10.9%,58.3%[activator],-10.8%,-4.6%
C=CCSc1nc(N)c2c3c(sc2n1)CN(C)CC3,42.1%,1.5,-1.5%,1.8%,-4.0%,-26.3%,-8.6%,-9.5%,-7.8%
O=C(NCC(=O)N1CCN(c2ccccc2)CC1)c1ccc(Cl)cc1,1.9%,-2.1,11.6%,9.0%,-4.9%,7.3%,-1.1%,0.1%,-7.0%
O=C(O)c1ccc(Oc2ccc(C(F)(F)F)cn2)cc1,1.7%,0.2,59.4%[activator],-1.6%,8.5%,-11.1%,10.9%,-1.7%,-6.6%
COc1ccc(C)cc1S(=O)(=O)N(CC(=O)O)c1ccc(F)cc1,51.7%,0.3,3.3%,-8.6%,-7.7%,29.1%,2.1%,-1.7%,-5.9%
CCc1nccn1S(=O)(=O)c1ccc(OC)c(C)c1C,2.7%,1.0,-13.1%,-5.4%,0.3%,3.3%,17.6%,-0.9%,-7.8%
COC(=O)c1ccc(S(=O)(=O)N(C2CCCCC2)C2CCCCC2)n1C,2.2%,-0.7,24.7%,-12.2%,16.3%,20.0%,-3.0%,-2.8%,0.5%
COC(=O)c1nn(-c2ccccc2)c(Cl)c1/C=N/O,8.5%,-1.7,38.5%[activator],14.0%,-1.9%,0.0%,2.9%,-2.6%,-5.7%
CC1=C2C(=COC(C)C2C)C(=O)C(C(=O)O)=C1O (configuration not stated),x,x,x,1.1%[60.1 µM],x,x,0.8%,-2.5%,-1.0%
O=C(CNC(=S)N(Cc1ccccc1F)C1CCCCC1)NC1CC1,4.9%,-0.2,32.6%[activator],-3.5%,-8.1%,1.3%,0.0%,-2.5%,-14.2%
CCCCSc1cc(=O)[nH]c(N)n1,-3.6%,-0.2,49.3%[activator],-12.1%,-8.5%,17.5%,-0.9%,-6.5%,4.3%

Pulled one by one from above:
structure,POLB inh,TRHR agonist,Pol iota inh,POLK inh,ERG Ets-DNA blk,ALOX12 inh,APEX1 inh,BLM inh,Apoferritin bind
Cc1cccc(NC(=O)CCN2CCN(C)CC2)c1,-1.3%,-1.6,108.1%[activator],-14.5%,5.6%,10.9%,58.3%[activator],-10.8%,-4.6%
CC1=C2C(=COC(C)C2C)C(=O)C(C(=O)O)=C1O (configuration not stated),x,x,x,1.1%[60.1 µM],x,x,0.8%,-2.5%,-1.0%

Next section
structure,POLB inh,TRHR agonist,Pol iota inh,POLK inh,ERG Ets-DNA blk,ALOX12 inh,APEX1 inh,BLM inh,Apoferritin bind
CCOc1ccc(NC(=O)CN(C)C(=O)c2cccc(S(=O)(=O)N3CCCC3)c2)cc1OCC,x,-0.1,37.9%[activator],-6.9%,18.9%,u,-6.6%,x,x
CCOC(=O)c1ccc(NC(=O)CSc2ccc(-c3ccccn3)nn2)cc1,u,-0.4&0.5,-24.6%&-21.7%,u,-8.5%&-1.3%,0.0%&1.7%,6.5%,-8.4%&-8.7%,u
COC(=O)c1ccc2nc(Nc3nc4c(F)cc(F)cc4s3)sc2c1,-29.6%,-0.8,1.1%,7.5%,8.8%,6.8%,4.7%,-10.4%,11.0%
C/C(=N\NC(=O)c1cccnc1)c1ccc(C)c([N+](=O)[O-])c1,19.1%,-0.5,27.5%,-3.5%,1.1%,4.2%,-5.0%,-5.1%,-8.4%
CC(Oc1ccc(F)cc1)C(=O)NCC1(N(C)C)CCCCC1 (configuration not stated),-0.7%,0.5,5.4%,-2.5%,1.7%,u,x,2.0%,5.6%
CC(=O)Nc1ccc(NC(=O)Cn2cc3c(n2)CCCC3)cc1,16.3%,0.1,6.7%,-3.0%,0.2%,0.0%,-3.8%,-4.3%,-9.7%
CCC(C)NC(=O)C1CC(=O)N(CCc2ccc(F)cc2)C1 (configuration not stated),-2.8%,1.0,103.9%[activator],-5.7%,6.5%,u,-1.6%,-0.2%,0.7%
COc1ccc(C2CC(=O)Oc3c(C(CCN4CCCCC4)c4ccc(N(C)C)cc4)c(OC)cc(OC)c32)cc1 (configuration not stated),-9.3%,0.1,14.4%&32.4%,-1.5%&0.0%,-0.7%,-4.3%,-9.5%&-3.1%,-7.1%&-1.4%,-22.8%&2.4%
COc1c(CC=C(C)C)cc(C2CC(=O)c3c(O)cc(O)cc3O2)cc1CC=C(C)C (configuration not stated),-30.0%,0.0,-5.7%,-11.9%,1.5%,u,-1.4%,-19.6%,u
CCOc1ccc(CCNC(=O)COC(=O)Cc2ccc(OC)c(OC)c2)cc1OCC,x,0.1,53.3%[activator],1.0%,-4.1%,-9.5%,-6.2%,x,x
NC1=NC(c2ccc(Br)cc2)n2c(nc3ccccc32)N1 (configuration not stated),u,-1.9,13.3%&6.1%,5.3%&-7.4%,-4.7%&0.0%,u,4.0%,0.0%,1.9%
O=C(O)CN1C(=O)COc2cc(S(=O)(=O)N3CCCC3)ccc21,-18.2%,-0.2,-2.9%,2.7%,6.1%,364.0%[activator],-3.8%,0.4%,1.0%
COc1ccc(Cl)cc1NC(=O)C1CSC(c2ccncc2)=N1 (configuration not stated),-21.8%,0.5,-13.9%,-3.2%,5.3%,40.3%[activator],6.6%,-8.2%,-2.6%
CC(=O)Nc1ccc(C(=O)/C=C/c2ccco2)cc1,25.1µM*,0.3,u,44.7µM*,15.9%,u,-1.8%,-4.6%,-20.0%
COc1cc(NC(=O)CN2CCN(S(=O)(=O)c3ccc(C(C)C)cc3)CC2)cc(OC)c1,u,1.3,13.8%,-13.4%,-7.4%,51.4%,4.9%,-0.8%,34.7%[activator]

Continuation:
structure,POLB inh,TRHR agonist,Pol iota inh,POLK inh,ERG Ets-DNA blk,ALOX12 inh,APEX1 inh,BLM inh,Apoferritin bind
Cc1ccc(NC(=S)NC(=O)C2CCC2)cc1C,10.5%,0.0,-3.9%,-14.3%,3.8%,u,16.5%,-18.1%,u
COc1cccc(CC2(CO)CCN(Cc3cn(C)nc3C)CC2)c1,40.2%,0.7,21.6%,15.7%,-10.3%,u,0.6%,-0.1%,-9.6%
CC(=O)Nc1ccc(NC(=O)CC2(CC(=O)N3CCOCC3)CCCC2)cc1,x,-0.3,4.4%,-0.9%,36.0%[activator],7.8%,28.3%,x,x
COc1cc(C2OC(=O)c3ccccc3S2)cc(OC)c1OC (configuration not stated),1.6%,-0.5,20.4%,-2.9%,27.9%,u,-2.5%,0.8%,-1.6%
O=C(COc1ccc(Cl)cc1)NC1=NN(c2ccccc2)C(=O)C1,-4.6%,-0.1,-38.1%,-16.2%,-2.3%,44.7µM*,-0.1%,-11.1%,-8.4%
N#Cc1ncc(-c2ccc3c(c2)OCCOCCOCCOCCOCCO3)nc1C#N,-2.0%,0.1,14.9%,-16.0%,8.6%,-5.9%,-0.3%,-4.7%,-15.4%
COc1ccccc1N(CC(=O)NCCc1ccccc1)C(=O)CCC(=O)Nc1nccs1,2.0%,0.3,18.0%,-10.1%,-6.3%,1.7%,-3.4%[12.4 µM],1.3%,-1.9%
COCCN(C(=O)Cc1cccs1)C(C(=O)NCc1ccc(OC)cc1)c1ccc(C(C)C)cc1 (configuration not stated),u,0.2,2.7%,-8.0%,x,6.7%,10.9%,-3.4%,-17.1%
O=C1C2=C(c3ccccc31)[N+](=O)[C@@H]1CCCC[C@@H]1N2[O-],-1.5%,-0.2,u,-4.5%,x,u,1.9%,-7.8%,-18.0%
Cc1cccc(OCC(=O)NCC(=O)N=Nc2c(O)[nH]c3ccc([N+](=O)[O-])cc23)c1,44.7µM*,-1.8,56.6%[activator],-9.6%,-1.4%,4.4%,6.0%,-22.4%,-9.2%
